Screening results from PubChem BioAssay.
TIM10 inh: TIM10 yeast growth inhibition; 330,000 compounds, 1.4% hits; inhibition, % at 10 µM; S. cerevisiae TIM10 strain growth, BacTiter-Glo luminescence, 24 h;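 active means inhibition of 40% or more at the single tested concentration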;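 further: wild-type TIM10 isogenic control strain grown at permissive 25 °C; 0% = DMSO yeast wells and 100% = minimal medium wells without yeast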
NLRP3 yeast inh: inhibitors of NALP3 inflammasome in yeast; 330,000 compounds, 0.39% hits; AID 2825; Yeast reconstituted NLRP3/ASC/caspase-1, beta-gal luminescence, 24 h; inhibition, % at 10 µM;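 active means inhibition of 50% or more; inactive means inhibition below 50%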;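 further: plate controls were induced DMSO wells for no effect and uninduced yeast grown without galactose for full effect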
hIAP inh: blocks human intestinal alkaline phosphatase. P09923. purified IAP, CDP-Star luminescence, 30 min. inhibition, % at 10 µM. 330,000 compounds, 0.12% hits. AID 2544;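 active means inhibition reaching a set limit with compound at 10 µM in the primary screen, cut at about 35% in these data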;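 further: plate controls were DMSO wells with enzyme for no effect and no-enzyme buffer wells for full effect; values of inactives mirror those of a sister screen read the other way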
Target sequence (P09923 whole entry, looked up): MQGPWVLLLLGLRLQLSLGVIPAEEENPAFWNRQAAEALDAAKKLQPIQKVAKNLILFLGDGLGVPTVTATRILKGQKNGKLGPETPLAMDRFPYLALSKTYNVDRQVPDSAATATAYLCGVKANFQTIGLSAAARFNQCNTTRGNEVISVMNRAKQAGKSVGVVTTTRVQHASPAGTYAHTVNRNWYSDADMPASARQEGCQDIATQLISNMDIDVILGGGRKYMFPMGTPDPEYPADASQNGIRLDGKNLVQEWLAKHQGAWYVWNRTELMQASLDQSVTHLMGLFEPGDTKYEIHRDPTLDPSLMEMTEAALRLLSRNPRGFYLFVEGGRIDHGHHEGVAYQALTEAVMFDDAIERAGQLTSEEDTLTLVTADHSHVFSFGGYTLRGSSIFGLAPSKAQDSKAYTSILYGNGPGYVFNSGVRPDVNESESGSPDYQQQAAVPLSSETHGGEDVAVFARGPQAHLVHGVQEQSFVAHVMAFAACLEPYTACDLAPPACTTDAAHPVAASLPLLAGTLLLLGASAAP
mIAP block: blocks mouse intestinal alkaline phosphatase. purified mouse IAP, CDP-Star luminescence, 30 min. inhibition, % at 10 µM. 330,000 compounds, 0.2% hits. AID 2806;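 active means inhibition of at least 40% at 10 µM in the primary screen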;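 further: plate controls were DMSO with enzyme for no effect and no enzyme wells for full effect; values of inactives mirror those of a sister screen read the other way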
mIAP activ: mouse IAP activation | muIAP, CDP-Star luminescence, 30 min; active compounds read high; 1 = vehicle-only enzyme signal, 0 = enzyme-free wells | activation factor at 10 µM | 330,000 compounds, 0.24% hits | AID 2805;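 active means activation factor of at least 2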; further: the source names both 10 and 20 µM as test concentration; values of inactives mirror those of a sister screen read the other way
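System: mouse IAP enzyme. Reagent: CDP-Star chemiluminescent phosphatase substrate. Benchmarks: DMSO wells, no-enzyme wells. Times: 30 min enzyme-substrate-compound incubation at room temperature. Detection: luminescence from enzymatic CDP-Star hydrolysis. Doses: test compounds delivered from DMSO solution.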
tim10-1 inh: tim10-1 yeast growth inhibition | 330,000 compounds, 2.2% hits | S. cerevisiae tim10-1 ts strain growth, BacTiter-Glo, 24 h | AID 463190 | inhibition, % at 20 µM;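 active means inhibition of at least 40%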;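 further: mutant grown at 25 °C; 0% = DMSO wells with yeast and 100% = wells holding no yeast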
MIN6 prolif: inducers of beta-cell replication in MIN6 cells; proliferation, % at 10 µM; 330,000 compounds, 0.29% hits; MIN6 cells proliferation, ATPlite luminescence, 48 h; cells starved in 0.2% serum; 100% = growth in 10% serum; AID 2380;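 active means compounds whose signal lies at least 3.5 SD above the mean of all wells on their plate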;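 further: 0% = DMSO-treated cells in low-serum medium and 100% = 10% serum control; some compounds called inactive have numbers as strong as hits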
A3G deaminase: inhibitors of human APOBEC3G DNA deaminase; Q9HC16; recombinant A3G, ssDNA deamination FAM/TAMRA fluorescence; inhibition, % at 20 µM; 330,000 compounds, 0.28% hits; AID 493012;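 active means inhibition of at least 40% at 20 µM, with no more than 30% in the related APOBEC3A deaminase screen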;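 further: plate controls were DMSO wells with A3G for no effect and wells lacking A3G enzyme for full effect; some compounds called inactive have numbers as strong as hits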
Target sequence (Q9HC16 whole entry, looked up): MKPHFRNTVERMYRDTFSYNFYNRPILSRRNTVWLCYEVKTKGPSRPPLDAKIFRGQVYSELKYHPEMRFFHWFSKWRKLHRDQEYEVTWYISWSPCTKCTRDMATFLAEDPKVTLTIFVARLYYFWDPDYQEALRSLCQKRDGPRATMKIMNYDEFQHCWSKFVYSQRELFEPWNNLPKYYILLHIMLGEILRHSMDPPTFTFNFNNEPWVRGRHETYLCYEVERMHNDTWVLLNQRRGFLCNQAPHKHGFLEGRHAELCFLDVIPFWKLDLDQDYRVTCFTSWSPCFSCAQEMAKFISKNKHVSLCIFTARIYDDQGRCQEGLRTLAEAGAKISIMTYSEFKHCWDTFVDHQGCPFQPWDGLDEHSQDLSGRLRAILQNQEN
A3A deaminase: inhibitors of human APOBEC3A DNA deaminase; P31941; recombinant A3A, FAM/TAMRA ssDNA deamination fluorescence; inhibition, % at 20 µM; 330,000 compounds, 0.41% hits; AID 493011;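 active means at least 40% inhibition at 20 µM here, with at most 30% in a related deaminase screen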;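 further: plate controls were A3A with DMSO for no effect and wells lacking A3A enzyme for full effect; some results filed as inactive read as strong as hits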
Active calls of the source: *; x = no result given.

SMILES	TIM10 inh	NLRP3 yeast inh	hIAP inh	mIAP block	mIAP activ	tim10-1 inh	MIN6 prolif	A3G deaminase	A3A deaminase
CN(C)CCCN(C(=O)COc1ccccc1)c1nc2ccc(F)cc2s1	4	5	5	11	0.89	18	-1	-5	-1
NNC(=O)C1CC1c1ccccc1 (stereo not drawn)	-2	-5	7	-1	1	-8	-2	-1	1
Fc1ccc(-c2nnn(Cc3ccccc3Cl)n2)cc1	8	-19	-3	3	0.97	22	-1	-4	-1
Cc1ccc(C(=O)O)cc1-c1ccc(C=C2C(=O)c3ccccc3C2=O)o1	2	1	24	10	0.9	16	-4	12	44*
CCOC(=O)c1sc(NC(=O)C(CC)Sc2nc3ccccc3[nH]2)nc1C (stereo not drawn)	-24	0	-36	15	0.85	-23	4	-5	-1
Cc1cc2c(ncn2C)c(NS(=O)(=O)c2ccc(Cl)cc2)c1C	-4	7	17	6	0.94	38	-3	-4	0
Cc1ccccc1NS(=O)(=O)c1ccc(C(=O)N2CCN(c3ccccn3)CC2)cc1	4	-1	-1	12	0.88	1	-3	2	1
CCOC(=O)/C=C1\CC(C(=O)OCC)Oc2ccccc21 (stereo not drawn)	1	x	x	-8	1.1	10	x	6	5
Cc1ccc2c(c1)N(CCC(=O)NCCN1CCOCC1)C(=O)CO2	-12	-3	-61	3	0.97	6	3	-8	-2
CNC(=O)/C(=C\c1ccc([N+](=O)[O-])cc1)NC(C)=O	2	-9	5	2	0.98	8	-2	-3	-1
CCN(C(=O)c1cc(S(=O)(=O)N2CCOCC2)cn1C)c1cccc(C)c1	-5	7	5	4	0.96	1	2	3	1
C=CCn1c(SCC(=O)c2ccc(OC)cc2)nnc1-c1cc2cccc(OC)c2o1	-23	0	-16	-7	1.1	2	0	-3	-2
COc1cc(OC)cc(-c2cc3cc4c(cc3cn2)OCO4)c1	11	56*	4	11	0.89	14	-6	-10	-1
CCOC(=O)C1CCN(Cc2cc(=O)oc3cc(C)ccc23)CC1	0	18	3	2	0.98	19	1	-7	-2
COc1ccc(NC(=O)Nc2cccc(Cl)c2Cl)c(OC)n1	-5	29	19	-15	1.2	-6	-2	-6	-2
COc1cc(C(=O)NCCN2CCOCC2)cc(OC)c1OC	-11	3	4	-12	1.1	-1	-3	-6	-5
O=C(NCC1COc2ccccc2O1)c1cc(S(=O)(=O)N2CCOCC2)ccc1F (stereo not drawn)	-1	13	0	1	0.99	14	-5	-6	15
Cc1c(C(=O)NCCSCc2ccco2)cccc1[N+](=O)[O-]	4	-7	-12	-3	1	19	0	3	4
CC(C)Oc1ccc(S(=O)(=O)N2CCCCC2)cc1NC(=O)CN1CCCC1c1cccs1 (stereo not drawn)	8	20	6	-15	1.2	13	-6	-7	1
CCc1ccc(NC(=O)C2C3C=CC(C4CC34)C2C(=O)O)cc1 (stereo not drawn)	-10	10	9	20	0.8	18	-4	0	5
CCCc1cc(=O)[nH]c(SCC(N)=O)n1	20	3	-2	-1	1	3	1	-7	-3
CC(=O)Nc1ccc(S(=O)(=O)NCCC(=O)N2CCC(Cc3ccccc3)CC2)cc1	0	9	-3	-8	1.1	-1	-3	-7	-2
CCN(CC)S(=O)(=O)c1cccc(C(=O)OCC(=O)N2CC(=O)Nc3ccccc32)c1	14	22	0	7	0.93	28	-1	0	5
COc1ccc(NS(=O)(=O)c2cc(NC(=O)c3ccco3)ccc2N2CCCC2)cc1	18	8	3	8	0.92	17	0	0	3

Sorted by molecular weight (smallest number first): part of the list above.
SMILES	TIM10 inh	NLRP3 yeast inh	hIAP inh	mIAP block	mIAP activ	tim10-1 inh	MIN6 prolif	A3G deaminase	A3A deaminase
CCCc1cc(=O)[nH]c(SCC(N)=O)n1	20	3	-2	-1	1	3	1	-7	-3
CNC(=O)/C(=C\c1ccc([N+](=O)[O-])cc1)NC(C)=O	2	-9	5	2	0.98	8	-2	-3	-1
CCOC(=O)/C=C1\CC(C(=O)OCC)Oc2ccccc21 (stereo not drawn)	1	x	x	-8	1.1	10	x	6	5
CCc1ccc(NC(=O)C2C3C=CC(C4CC34)C2C(=O)O)cc1 (stereo not drawn)	-10	10	9	20	0.8	18	-4	0	5
Cc1c(C(=O)NCCSCc2ccco2)cccc1[N+](=O)[O-]	4	-7	-12	-3	1	19	0	3	4
COc1cc(C(=O)NCCN2CCOCC2)cc(OC)c1OC	-11	3	4	-12	1.1	-1	-3	-6	-5
CCOC(=O)C1CCN(Cc2cc(=O)oc3cc(C)ccc23)CC1	0	18	3	2	0.98	19	1	-7	-2
COc1ccc(NC(=O)Nc2cccc(Cl)c2Cl)c(OC)n1	-5	29	19	-15	1.2	-6	-2	-6	-2
Cc1ccc2c(c1)N(CCC(=O)NCCN1CCOCC1)C(=O)CO2	-12	-3	-61	3	0.97	6	3	-8	-2
CCN(C(=O)c1cc(S(=O)(=O)N2CCOCC2)cn1C)c1cccc(C)c1	-5	7	5	4	0.96	1	2	3	1
COc1ccc(NS(=O)(=O)c2cc(NC(=O)c3ccco3)ccc2N2CCCC2)cc1	18	8	3	8	0.92	17	0	0	3
CC(=O)Nc1ccc(S(=O)(=O)NCCC(=O)N2CCC(Cc3ccccc3)CC2)cc1	0	9	-3	-8	1.1	-1	-3	-7	-2
CCN(CC)S(=O)(=O)c1cccc(C(=O)OCC(=O)N2CC(=O)Nc3ccccc32)c1	14	22	0	7	0.93	28	-1	0	5
CC(C)Oc1ccc(S(=O)(=O)N2CCCCC2)cc1NC(=O)CN1CCCC1c1cccs1 (stereo not drawn)	8	20	6	-15	1.2	13	-6	-7	1

Following part:
SMILES	TIM10 inh	NLRP3 yeast inh	hIAP inh	mIAP block	mIAP activ	tim10-1 inh	MIN6 prolif	A3G deaminase	A3A deaminase
CCN(CC)C(=O)CSc1nc2ccccc2c(=O)n1CCC(=O)N1CCN(c2ccccc2)CC1	-8	17	15	-1	1	-10	2	-7	4
Cc1ccc(S(=O)(=O)N2CCN(C(=O)C3CCCC3)CC2)cc1C	-7	15	8	1	0.99	27	-3	-6	-2
COc1ccc(-n2nnnc2SCC(=O)Nc2nnc(C)s2)cc1	-11	4	7	3	0.97	13	-3	0	1
CN(C)S(=O)(=O)N(CC(=O)N1CCOCC1)c1ccccc1	11	-14	-16	-5	1.1	20	-3	-1	-3
COc1ccccc1N(CC(O)CN1C(C)CCCC1C)S(=O)(=O)c1ccccc1 (stereo not drawn)	13	16	-11	-1	1	-14	2	-5	-1
Nc1c(C(=O)Nn2cnnc2)cc([N+](=O)[O-])cc1[N+](=O)[O-]	-6	10	8	9	0.91	16	1	-7	-1
Cc1cccc2cc(C#N)c(NCCNC(=O)NC3CCCCC3)nc12	1	5	12	-8	1.1	16	2	-4	-4
CC(=O)N1CCc2cc(S(=O)(=O)NC(CC(C)C)C(=O)N3CCCC3)ccc21 (stereo not drawn)	-5	11	3	1	0.99	-4	-1	-6	-4
COc1cccc(NC(=O)CSCc2n[nH]c(=O)[nH]2)c1	6	-4	12	-2	1	2	-2	-2	0
COc1ccc(C2=Nn3c(nnc3-c3ccccc3Cl)SC2)cc1OC1CCCC1	-17	19	-21	6	0.94	-9	-6	8	-1
COc1cccc(C(=O)NCCCNC(=O)c2ccccn2)c1	-1	13	0	3	0.97	2	0	-7	-1
O=C(/C=C/c1cc(Br)ccc1O)c1ccco1	66*	32	9	3	0.97	-130	-6	6	-12
COC(=O)[C@@H](CC(C)C)N(Cc1ccccc1)S(=O)(=O)N(Cc1ccccc1)[C@@H](CC(C)C)C(=O)OC	2	3	-14	-1	1	16	-6	-6	-1
Cc1ccc(C(=O)COC(=O)CNS(=O)(=O)c2ccc(C)cc2)cc1	1	2	-19	-4	1	-6	2	-6	-3
CC(=O)c1ccc(N/N=C(/C(N)=O)C2=NC(C)(C)Cc3ccccc32)cc1	3	24	18	13	0.87	10	-3	0	0
Cc1ccc2nc(Cl)c(C3CC(c4cccs4)=NN3C(=O)CCCC(=O)O)cc2c1 (stereo not drawn)	3	0	9	3	0.97	5	-4	-7	0
O=C(C1=C(O)C(=O)N(Cc2ccco2)C1c1cccc(O)c1)c1ccco1 (stereo not drawn)	-7	19	-1	1	0.99	-5	2	-4	-1
S=c1[nH]nc(COc2ccc(Cl)cc2)n1-c1ccccc1	10	15	-14	12	0.88	13	0	3	-6
Cc1cccc(CN2CCC(CNC(=O)CCNC(=O)Cn3ccc4ccccc4c3=O)CC2)c1	2	-1	-8	4	0.96	1	-2	0	2
COc1cccc(C2=CC(c3ccc(OC)c(OC)c3OC)n3nnnc3N2)c1 (stereo not drawn)	9	-3	10	6	0.94	2	-5	-9	-7
O=C(Nc1cc(Cl)cc(Cl)c1)N1CCCC1	48*	42	3	-112	2.1*	22	-6	-2	10
CCCCOC(=O)NCN1C(=O)C2C3C=CC(C3)C2C1=O (stereo not drawn)	-7	6	-8	-9	1.1	12	-2	-2	3
Cc1ccn2c(C(=O)CSc3ccc(Cl)cc3Cl)c(C)nc2c1	-4	11	-5	-2	1	0	-1	-2	1
O=C(C1CC1)N(Cc1ccco1)c1nc(-c2ccccc2)cs1	9	23	-6	2	0.98	30	-5	-4	-3
O=C(NCCN1CCN(C(=O)c2cccc(Br)c2)CC1)C(=O)Nc1ccc(Br)cc1	16	23	-3	1	0.99	-4	-1	-8	-2
O=C(CNC(=O)c1cccs1)Nc1cccc(S(=O)(=O)N2CCOCC2)c1	9	13	-10	-3	1	-11	-3	-7	3
CN=C1SC(CC(=O)Nc2cccc(Cl)c2Cl)C(=O)N1C (stereo not drawn)	8	-6	9	4	0.96	8	1	0	0
CCn1c(SCC(=O)Nc2ccc(N3CCOCC3)cc2)nnc1-c1ccco1	16	14	-8	12	0.88	11	-1	2	3
Cc1cccc(C(=O)Oc2ccc(/C=N/NC(=O)c3ccncc3)cc2)c1	-7	2	0	-9	1.1	0	-3	-3	-6
O=C1[C@@H]2Cc3c([nH]c4ccccc34)CN2C(=O)CN1CCO	-3	4	14	0	1	9	-4	-4	-1
CC(=O)Nc1ccc(S(=O)(=O)N2CCN(C(=O)c3ncoc3-c3ccc(C)cc3)CC2)cc1	-10	15	15	-6	1.1	-15	1	-1	2
CC(C)CSC1=NSC2=NC(=O)/C(=C\c3ccccc3)C(=N)N12	21	-26	18	5	0.95	4	-7	2	-2
CS(=O)(=O)N(CC(=O)N1CCc2ccccc2C1)c1ccccc1F	11	4	6	0	0.99	8	-4	-9	-4
CCCCC(CC)CNC(=O)CC1Nc2c3ccccc3nc(=S)n2C1=O (stereo not drawn)	5	13	10	7	0.93	11	-2	-3	1
CC(C)(C)c1ccc(OCC(=O)N2CCN(c3ncccn3)CC2)cc1	16	15	-18	-1	1	24	0	-3	-2
CCCn1c(C)cc(C(=O)Cn2nnc3ccccc3c2=O)c1C	15	11	-5	-3	1	13	-5	-1	0
CCN(c1ccccc1)S(=O)(=O)c1ccc(OC)c(NC(=O)C2CC2)c1	17	8	-3	-9	1.1	16	-3	-4	-1
O=C(Nc1ccc(N2CCCCC2)c(Cl)c1)c1ncn[nH]1	6	8	-37	11	0.89	-2	-3	-4	-4
